# HEK293 tox: qHTS of GLP-1 Receptor Inverse Agonists: Cytotox Screen; Potency, µM (top dose mostly 38.3 µM), for the others: at the highest dose activity change, negative = inhibition, most hits filed as inhibitors; AID 624418, 2012; 0.13% of 410,000 active; HEK293 cAMP-luciferase reporter cells, luminescence, 24 h;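 note: loss of luciferase light is scored as toxicity; potency is the fitted concentration of half-maximal effect; % is set by controls: 0 for no effect and ±100 for the full control effect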
#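 1536-well qHTS counterscreen of the MLSMR; 200 cells/uL, 12 h pre-incubation, 23 nL cpd, 24 h at 37 deg C 5% CO2, luciferase detection reagent, 12 min RT, luminescence. Inhibition = undesired.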
# D3 antag: qHTS of D3 Dopamine Receptor Antagonist: qHTS; D3R cells, DiscoveRx beta-arrestin luminescence, antagonist mode; hits give low values; D(3) dopamine receptor (Homo sapiens), P35462; AID 652054, 2013; max response, negative = inhibition, %; 2.5% of 360,000 active; in the data active = max response below about -50%; inconclusive = no clear call, values can overlap the other calls; note: % is set by controls: 0 for no effect and ±100 for the full control effect; mostly tested at two doses, the higher about 12 µM
# Target sequence (P35462 whole entry, looked up): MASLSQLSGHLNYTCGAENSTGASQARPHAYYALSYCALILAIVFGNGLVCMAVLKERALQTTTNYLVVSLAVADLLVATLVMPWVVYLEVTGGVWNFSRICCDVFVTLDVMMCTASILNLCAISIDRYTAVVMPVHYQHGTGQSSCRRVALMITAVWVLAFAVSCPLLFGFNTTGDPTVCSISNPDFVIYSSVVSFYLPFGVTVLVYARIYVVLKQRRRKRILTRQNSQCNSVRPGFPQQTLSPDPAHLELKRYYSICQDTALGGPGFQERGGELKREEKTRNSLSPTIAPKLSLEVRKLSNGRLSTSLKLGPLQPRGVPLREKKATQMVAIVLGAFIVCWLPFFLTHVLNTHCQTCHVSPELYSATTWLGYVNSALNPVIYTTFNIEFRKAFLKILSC
#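 Cells plated overnight at 1500 cells/well, then exposed to library compounds with dopamine controls for 90 minutes at 37 degrees C. DiscoveRx reagent added for 30–60 minutes at room temperature; luminescence read, quantitative HTS format.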
# PTHR1 ag: qHTS for PTHR1 Agonists: Primary Screen; Parathyroid hormone/parathyroid hormone-related peptide receptor (Homo sapiens), Q03431; HEK293 GP2 PTHR1 cells, GloSensor cAMP luminescence, 1 h; Potency, µM (titrated, usually from 115 µM), for inactives: at the highest dose activation, usual class: activators; 0.075% of 410,000 active; note: potency is the fitted concentration of half-maximal effect; nearly all actives have a fitted effect of over 55% in size; some results filed as inactive show a strong effect at the top dose; inactives centre near -15; many of its hits are not listed in these tables
#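 HEK-293-derived GP2 cells expressing PTHR1 and a GloSensor cAMP reporter, 3,000/well, plated overnight, given luciferin plus IBMX (each 0.5 mM as added) for 1 h at 37 °C, then compound for 1 h at 37 °C. Luminescence was read after 15 min at room temperature.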
# KB-V1 MDR tox: qHTS assay for MDR1-selective chemotherapeutics: Primary screen using the drug-selected MDR subline cells KB-V1; Potency, µM (doses to about 46.1 µM), for inactives: at the top dose activity change, negative = cytotoxicity, hits mostly cytotoxic; AID 1347076, 2019; 3.4% of 400,000 active; KB-V1 MDR cells viability, CellTiter-Glo, 72 h; note: potency is the fitted concentration of half-maximal effect; % is set by controls: 0 for no effect and ±100 for the full control effect; nearly all actives have a fitted effect of over 60% in size
#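 KB-V1 MDR subline cells in DMEM (phenol-red free, 10% FBS) exposed to compounds in qHTS concentration series for 72 h at 37 degrees C. Viability read by CellTiter-Glo luminescence; concentration-effect curves fitted after normalization and correction.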
# GLP1R ag: qHTS of GLP-1 Receptor Agonists; 0.007% of 380,000 active; HEK293 GLP-1R CRE-luciferase, luminescence, 4-6 h; cells express a hypersensitive GLP-1R form; Glucagon-like peptide 1 receptor (Homo sapiens), P43220; Potency, µM (highest dose often 45.6 µM), without a hit: top-dose activation, actives largely listed as activators; note: potency is the fitted concentration of half-maximal effect; % of control where 0% means no effect
# Target sequence (P43220 whole entry, looked up): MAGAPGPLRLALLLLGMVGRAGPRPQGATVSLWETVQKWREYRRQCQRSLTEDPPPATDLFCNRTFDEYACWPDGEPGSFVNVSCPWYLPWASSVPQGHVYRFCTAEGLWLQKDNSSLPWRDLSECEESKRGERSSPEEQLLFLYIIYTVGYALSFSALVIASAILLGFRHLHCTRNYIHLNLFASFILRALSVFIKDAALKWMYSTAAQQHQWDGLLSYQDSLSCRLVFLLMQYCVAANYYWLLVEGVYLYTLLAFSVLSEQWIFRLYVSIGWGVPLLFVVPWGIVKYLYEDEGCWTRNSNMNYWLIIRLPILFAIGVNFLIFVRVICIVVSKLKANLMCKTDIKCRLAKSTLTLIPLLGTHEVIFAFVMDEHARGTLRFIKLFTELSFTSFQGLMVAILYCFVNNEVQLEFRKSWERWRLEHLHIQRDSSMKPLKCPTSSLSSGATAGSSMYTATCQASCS
# GLP1R inv ag: qHTS of GLP-1 Receptor Inverse Agonists (Inhibition Mode); Glucagon-like peptide 1 receptor (Homo sapiens), P43220; 1.6% of 410,000 active; AID 624417, 2012; Potency, µM (series often up to 38.3 µM), without a hit: at the highest dose activity change, negative = inhibition, usual class: inhibitors; HEK293 GLP-1R CRE-luciferase, luminescence, 24 h; GLP-1R form is constitutively active; note: potency is the fitted concentration of half-maximal effect; % is set by controls: 0 for no effect and ±100 for the full control effect; nearly all actives have a fitted effect of over 55% in size
#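 HEK293 cells stably co-expressing constitutively active GLP-1R and a cAMP-responsive luciferase reporter were seeded in DMEM with 10% Nu serum, given compounds after 12 h, and incubated 24 h at 37 deg C. Luminescence was then read.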
# aSyn rescue: qHTS of alpha-syn Inhibitors. Yeast expressing alpha-synuclein, growth rescue, BacTiter-Glo, 24 h. Potency, µM (highest dose often 46.1 µM), for the others: top-dose growth rescue (activation), actives largely listed as activators. 0.14% of 370,000 active. AID 652106, 2013; note: potency is the fitted concentration of half-maximal effect; % of control where 0% means no effect; nearly all actives have a fitted effect of over 65% in size
#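 Rescue of yeast growth: cells expressing toxic alpha-synuclein, induced in galactose at OD600 0.02, incubated with compound 24 h at 30 C. ATP luminescence quantified growth; inhibitors of toxicity appear as activators.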
# D3 ag: qHTS of D3 Dopamine Receptor Agonist: qHTS; D3R DiscoveRx beta-arrestin cells, luminescence, 90 min; max activation, %; 0.58% of 410,000 active; in the data active = max activation above about 30%; note: 0% is about no effect; mostly tested at two doses, the higher about 12 µM
#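 Cells at 1500/well, incubated overnight, then treated with pinned compounds (dopamine as control) for 90 min at 37 degrees C. DiscoveRx reagent added for 30 - 60 minutes at room temperature; luminescence read.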
# TDP43 rescue: qHTS of TDP-43 Inhibitors. AID 652104, 2013. Potency, µM (titrated, usually from 46.1 µM), for the others: at the highest dose growth rescue (activation), usual class: activators. TDP-43 expressing yeast growth rescue, BacTiter-Glo, 24 h. 1.8% of 410,000 active; note: potency is the fitted concentration of half-maximal effect; % of control where 0% means no effect; nearly all actives have a fitted effect of over 50% in size
#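 In this qHTS, compounds that restore growth of yeast expressing TDP-43 appear as activators. Cells (OD600=0.02, galactose medium, raffinose-pregrown) are incubated with compound 24 hr at 30 deg C and growth is quantified by BacTiter-Glo.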
# Active calls of the source: *; i = inactive; ? = inconclusive; nt = not tested or not shown; & = joins results of further samples; [ ] = dose if it differs, or a comment. Unless noted, calls come from the whole dose curve; as a rule, active = well fitted curve in the direction sought with a large enough effect; inconclusive = small, poorly fitted or top-dose-only effect, or another doubt; inactive = no such curve, though single readings can be large; an effect the other way counts as inactive or inconclusive. The list is partial; rates above refer to the full screens.
SMILES,HEK293 tox,D3 antag,PTHR1 ag,KB-V1 MDR tox,GLP1R ag,GLP1R inv ag,aSyn rescue,D3 ag,TDP43 rescue
c1ccc(-c2cc(-c3ccccc3)[nH]n2)cc1,3%,-23,-23%,-32%,-1%,?,-2%,-3,13%
O=C(COC(=O)c1ccccc1NC(=O)c1ccco1)Nc1ccc2c(c1)OCO2,-19%,-5,-19%[57.5 µM],12%,4%,18%,0%,3,4%
Oc1ccc(-c2cnc3ccccc3n2)cc1,17%,9,-28%,?,15%,13%,3%,-4,?
O=C(NCCC1=CCCCC1)C1CCN(S(=O)(=O)c2ccc(Br)s2)CC1,1%,4,-28%,16µM*,17%,?,5%,9,17%
CCn1nc(C(=O)OCC(=O)NC(C)C)c2ccccc2c1=O,14%,2,-6%,7%,6%,-7%,-3%,6,-9%
COc1cccc(-c2noc(-c3cccs3)n2)c1,13%,9,i,0%,1%,7%,-11%,-4,0%
C/C(=N/NC(=O)c1ccoc1C)C12CC3CC(CC(C3)C1)C2,0%,-9,-9%[57.5 µM],-26%,-12%,?,-1%,2,-5%
CN(C)CCCNC(=O)c1cc(S(=O)(=O)N2CCOCC2)ccc1F,0%,143,i,3%,-4%,10%,0%,2,2%
Cc1cc(=O)[nH]c2[nH][nH]c(=O)c12,-5%,-10,21%,3%,-6%,5%,2%,2,-9%
COc1ccc(-c2nc3c4ccccc4n(CC(=O)N4CCN(c5ccc(F)cc5)CC4)c(=O)n3n2)cc1,-5%,nt,-9%,1%,nt,12%,nt,-8,0%
CCCn1nc(NS(=O)(=O)c2ccccc2[N+](=O)[O-])c2cc3ccccc3nc21,-11%,-6,-2%,3%,-5%,8%,2%,-6,13%
CCN1CCN(CCCN(Cc2ccco2)C(=S)Nc2cc(Cl)ccc2C)CC1,17%,-27,-60%[inhibitor],?,0%,?,-5%,-13,23%
COc1ccc(C(=O)/C(C#N)=N/Nc2ccccc2[N+](=O)[O-])cc1,?,?,-39%[inhibitor],0%,10%,?,-16%,-11,-11%
COc1cc(/C=C/C(=O)OC(C)C(=O)c2ccccc2)cc(OC)c1OC (stereo not drawn),-6%,33,-5%,?,-3%,-12%,10%,9,-10%
Cc1cc(C)c(S(=O)(=O)N2CCN(C(=O)c3cc4ccccc4oc3=O)CC2)c(C)c1,3%,-10,-23%,1%,-4%,?,0%,1,5%
Cc1nonc1OCCNc1ccc([N+](=O)[O-])cc1[N+](=O)[O-],-16%,-13,i,?,9%,-24%,8%,-8,?
N/C(Cc1ccc(Cl)cc1Cl)=N\OC(=O)c1ccccc1F,3%,-27,i,9%,?,?,-78%[inhibitor],-6,-94%[inhibitor]
COc1cc(OC)c(/C=C2\SC(=O)N(CC(=O)Nc3ccccc3F)C2=O)c(OC)c1,23%,-12,-3%,-12%,2%,9%,-7%,-6,-20%
O=C(NCCCN1CCCC1)c1cc(Sc2ccc(F)cc2)nc2ccccc12,-14%,-4,-52%,?,8%,?,3%,-3,0%
O=C(NCC(=O)N(c1ccccc1)C(C(=O)NC1CCCC1)c1ccncc1)c1cccs1 (stereo not drawn),-3%,16,i,0%,3%,14%,-2%,14,-5%
O=C(CSc1nnc(CN2CCOCC2)n1-c1ccc(Cl)cc1)Nc1ccc2c(c1)OCO2,-8%,-10,i,10µM*,-1%,-6%,-1%,18,-15%
Cc1cccc(N(C(=O)Cn2nnc(-c3ccc(F)cc3)n2)C(C(=O)NC(C)(C)C)c2ccncc2)c1 (stereo not drawn),-10%,-13,?,?,7%,-6%,-1%,-10,0%[0.397 µM]
Cc1ccc2nc(SCC(=O)c3c(C)[nH]c4ccccc34)[nH]c2c1,8%,16,-86%[inhibitor],?,5%,-7%,1%,4,12%
CCCc1nn2c(=O)cc(COC(=O)C3CCCCC3)nc2s1,-11%,nt,-20%,?,nt,12%,nt,-4,25%
c1ccc2c(c1)OCC(c1csc3ncnc(N4CCCC4)c13)O2 (stereo not drawn),-4%,57,-22%,13µM*,-4%,?,8%,2,22µM*

# Three structures from above, ordered by number of heavy atoms, descending:
SMILES,HEK293 tox,D3 antag,PTHR1 ag,KB-V1 MDR tox,GLP1R ag,GLP1R inv ag,aSyn rescue,D3 ag,TDP43 rescue
O=C(NCC(=O)N(c1ccccc1)C(C(=O)NC1CCCC1)c1ccncc1)c1cccs1 (stereo not drawn),-3%,16,i,0%,3%,14%,-2%,14,-5%
C/C(=N/NC(=O)c1ccoc1C)C12CC3CC(CC(C3)C1)C2,0%,-9,-9%[57.5 µM],-26%,-12%,?,-1%,2,-5%
Oc1ccc(-c2cnc3ccccc3n2)cc1,17%,9,-28%,?,15%,13%,3%,-4,?

# Carrying on:
SMILES,HEK293 tox,D3 antag,PTHR1 ag,KB-V1 MDR tox,GLP1R ag,GLP1R inv ag,aSyn rescue,D3 ag,TDP43 rescue
Cc1cc(Nc2ccccc2O)nc(C)n1,-10%,nt,i,?,nt,19%,nt,1,23%
CN(C)c1ccc(NS(=O)(=O)c2ccc(Cl)cc2)cc1,-15%,13,-9%,-24%,2%,?,-6%,1,13%
CCOc1cc(NC(=S)NCC2CCCO2)c(OCC)cc1NC(=O)C1CC1 (stereo not drawn),3%,-14,i,?,-1%,15%,-8%,1,-14%
Cc1cc(CNC(=O)c2ccc(C)c([N+](=O)[O-])c2)c2ccccc2n1,10%,-17,-29%,?,6%,12%,-2%,-8,22%
CCCCC(CC)CNCc1cccn1CCN1CCOCC1 (stereo not drawn),-8%,9,-20%,-21%,-6%,-12%,3%,5,4%
Nc1nc(OCC2CCCCC2)c2[nH]cnc2n1,-11%,11,-42%[inhibitor],?,12%,-5%,-5%,9,0%
CC(C)C(c1nnnn1Cc1ccco1)N1CCN(C2CCCC2)CC1 (stereo not drawn),-5%,-13,-21%[57.5 µM],17%,-3%,-8%,-8%,2,-6%
O=C(COC(=O)/C=C/c1ccco1)NCc1ccc(Cl)cc1,2%,6,7%,-5%,-7%,-4%,5%,-13,10µM*
O=C(/C=C/Nc1ccc(S(=O)(=O)Nc2cnc3ccccc3n2)cc1)c1cccnc1,-8%,-14,i,?,-3%,78%[activator],?,0,6%
Cc1c(Cl)cccc1NC(=O)N1CCC(CN2CCCC2)CC1,-4%,nt,i,nt,nt,6%,nt,-5,10%
CCCC1(C(=O)OCC)NC(c2ccc(N(C)C)cc2)C2C(=O)N(c3ccc(F)cc3)C(=O)C21 (stereo not drawn),-13%,-26,-19%,-21%,-5%,-18%,1%,-8,54%
Cc1ccc2nc(COc3ccc(Cl)cc3)cc(=O)n2c1,4%,21,-13%,-16%,19%,25%,7%,6,14%
O=C(Nc1ccccc1C(=O)OCc1cc(=O)n2ccsc2n1)c1cccc(F)c1,-5%,nt,-5%,nt,nt,?,nt,-9,8%
Cc1ccc(S(=O)(=O)N2CCOCC2)cc1C(=O)Nc1ccc(S(=O)(=O)Nc2nccs2)cc1,9%,-7,23%,0%,-5%,13%,-4%,1,4%
Cc1ccccc1CN(C)Cc1cc(=O)oc2c(C)c(C)ccc12,2%,12,-24%,?,?,?,1%,-7,-15%
COc1cc(C(=O)N/N=C/c2sccc2C)cc(OC)c1OC,?,-6,-2%,?,19%,?,1%,-11,16%
CCOC(=O)N(CC)OC(=O)Nc1ccc(Cl)cc1,15%,13,-4%[57.5 µM],17%,-4%,3%,-6%,-1,-18%
N#Cc1ccc(S(=O)(=O)N2CCC(C(=O)N3CCN(Cc4ccc5c(c4)OCO5)CC3)CC2)cc1,1%,-1,-34%[inhibitor],?,-3%,?,-2%[1.84 µM],-17,-14%
Cc1ccc(NC(=O)CCc2c(C)nn(-c3ccc(N4CCOCC4)nn3)c2C)cc1F,0%&3%,6,9%,-9%&-16%,7%,8%&6%,-1%,-4&-6,-9%&30%
CCOC(=O)Cc1csc(NC(=O)Nc2ccc(OC(F)(F)F)cc2)n1,19%,5,-38%[inhibitor],?,-2%,?,-13%,11,0%
COc1ccc(Cn2c(O)c(C=Nc3ccc(C)cc3)c3ccccc3c2=O)cc1,-4%,124,-37%[inhibitor],0%,-10%,-7%,-6%,-23,16%
CC1=CC(=O)[C@@H](O)[C@@H](c2ccccc2Br)N1C,-13%,?,i,8%,-1%,4%,-1%,9,-7%
Cc1ccccc1OCC(O)CN1CCN(C)CC1 (stereo not drawn),-3%,16,-4%,-3%,-5%,-19%,0%,-1,15%
Cc1cccc(C(=O)Nc2ccc(O)cc2)c1,-7%,17,-1%[57.5 µM],-2%,-2%,30%,-8%,1,-4%
COc1ccc(CCNC(=O)CSc2nnc(-c3ccccc3)o2)cc1OC,-12%,23,i,21µM*,-3%,0%,5%,3,4%
COc1ccccc1-n1c(CNC(=O)c2ccc(S(=O)(=O)N3CCOCC3)cc2)n[nH]c1=S,2%,8,i,2%,0%,8%,-7%,-6,-11%
CC(C)N1C(=O)CC(Nc2cccc3cccc(N)c23)C1=O (stereo not drawn),?,31,i,3%,0%,8%,7%,12,15%
COc1ccc(N2CCN(C(=O)c3cc(N4C(=O)C5C6CCC(C6)C5C4=O)ccc3Cl)CC2)cc1 (stereo not drawn),-10%,-17,-21%,4.6µM*,-4%,-24%,2%,-2,3%
COC(=O)c1cc(-n2cccc2)ccc1N1CCOCC1,0%,-3,i,8%,0%,12%,14%,10,21%
N#Cc1c(-c2ccc(F)cc2)c(-c2ccc(F)cc2)nn(CCO)c1=O,?,-3,i,8.2µM*,-1%,-12%,3%,1,21%

# Source: PubChem
